Screens from PubChem.
AID2073: inhibitors of Mint1-CaV2.2 protein interaction, biochemical, HTRF (AID 2073); Voltage-dependent N-type calcium channel subunit alpha-1B (Homo sapiens); HTRF protein-protein interaction, Mint1-CaV2.2; higher % means a stronger effect; inhibition, % at 20 µM, or IC50 in µM where a hit was titrated; 0.19% of 290,000 active; in the data active = inhibition mostly above about 51%, no sharp cut-off; inconclusive = no clear call, values can overlap the other calls; inactive = mostly below about 53%; also: some results filed as inactive read as strong as hits
Lipid droplet: inhibitors of hepatocyte lipid droplet formation, primary screen, imaging, high-throughput imaging, BODIPY stain. AML12 mouse hepatocytes, oleate lipid droplets. AID 1656, 2009. 0.4% of 240,000 active. inhibition, % at 6.5 µM;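 active = lipid droplet intensity inhibited by at least 50%, with more than 500 cells counted; inconclusive = wells with under 300 cells, treated as cytotoxic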
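material = mouse AML12 hepatocyte cell line, fixed after treatment | also added = 100 µM oleic acid challenge | doses = compound at 6.5 µM only | schedule = overnight exposure | technique = Image-based BODIPY and DAPI two-channel analysis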
M17LAP inhibition: P. falciparum M17LAP inhibitors, primary screen, biochemical, fluorogenic H-Leu-NHMec substrate, 1536-well (AID 1619) | Leucine aminopeptidase (Plasmodium falciparum (isolate 3D7)) | recombinant M17LAP, H-Leu-NHMec fluorogenic kinetic assay; higher % means a stronger effect | 0.38% of 220,000 active | one-dose inhibition, % at 30 µM; IC50 in µM for titrated hits;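 active = compound inhibiting the enzyme by more than half at any dose during confirmatory dose-response retesting; inconclusive = strong single-dose inhibitors picked by rank but not retested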;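 also: plate controls were full reaction with DMSO carrier for no effect and no enzyme background for full effect; strong numbers were not always called active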
CSM14.1 death rescue: rescue of cells from ER stress-induced death, primary screen, 384-well, CSM14.1, thapsigargin, ATP luminescence (AID 1222); CSM14.1 thapsigargin-induced death rescue, ATP luminescence; higher % means a stronger effect; cellular ATP content (survival), % at 20 µM; hits with a dose series show EC50 in µM; 190,000 tested, under 10 active;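 active = EC50 below 50 µM in the dose-response confirmation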;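 also: death triggered by thapsigargin at about 15 µM added after 2 h compound pretreatment; cell ATP read after overnight thapsigargin exposure of roughly 18 to 22 hours; normalized against plate controls of thapsigargin alone and 5% DMSO vehicle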
XIAP antagonists: XIAP antagonists, biochemical, IAP family, fluorescence polarization (AID 1018); displacement, % at 20 µM, or IC50 in µM where a hit was titrated; 0.007% of 200,000 active; XIAP BIR domain, fluorescence polarization peptide displacement; higher % means a stronger effect; E3 ubiquitin-protein ligase XIAP (Homo sapiens); in the data active = displacement above about 50%; also: a part of the inactive calls stands beside numbers as strong as those of hits
P. falciparum M1AAP: P. falciparum M1AAP inhibitors, biochemical, fluorogenic H-Leu-NHMec substrate, 1536-well (AID 1445); Aminopeptidase N (Plasmodium falciparum (isolate 3D7)); recombinant M1AAP, H-Leu-NHMec fluorogenic kinetic assay; higher % means a stronger effect; one-dose inhibition, % at 30 µM; IC50 in µM for titrated hits; 0.42% of 220,000 active;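 active = primary inhibition above the hit cutoff, then over 50% inhibition at one or more dose response concentrations, cut at about 23% in these data, passing the limit was not always enough; inconclusive = conflicting primary data, or primary hits not chosen for dose response; inactive = low primary inhibition, or under 50% at every dose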;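 also: plate controls were DMSO full reaction for no effect and no enzyme background for full effect; strong numbers were not always called active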
HEK293 NOD2/NF-kB: NOD2 signaling inhibitors, cell-based, luminescence, uHTS, HEK293 (AID 1566). 0.63% of 290,000 active. HEK293 NOD2/NF-kB luciferase reporter, luminescence; higher % means a stronger effect. one-dose inhibition, % at 4 µM; EC50 in µM for titrated hits; also: many of its hits are not listed in these tables
SIAH1 antagonists: Siah-1 peptide-binding antagonists, primary screen, biochemical, fluorescence polarization, rhodamine-plectin, uHTS (AID 1817); E3 ubiquitin-protein ligase SIAH1 (Homo sapiens); Siah-1 / rhodamine-plectin peptide fluorescence polarization; higher % means a stronger effect; displacement, % at 20 µM; hits with a dose series show IC50 in µM; 0.02% of 290,000 active;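 active = displacement of at least 50% at 20 µM, with a fluorescence ratio check between 0.3 and a set limit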;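 also: plate controls were Siah plus tracer with DMSO for no effect and tracer alone without Siah for full effect; strong numbers were not always called active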
LYP phosphatase: inhibitors of LYP phosphatase, biochemical, fluorescence intensity, uHTS (AID 1779); Tyrosine-protein phosphatase non-receptor type 22 (Homo sapiens); recombinant LYP phosphatase, fluorescence intensity; higher % means a stronger effect; one-dose inhibition, % at 11.5 µM; IC50 in µM for titrated hits; 0.054% of 290,000 active;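 also: plate controls were vehicle with enzyme for no effect and no enzyme for full effect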
Lipid droplet cells 6.5 µM: also measured in Lipid droplet; calls as there; cell count; measured here: cell count, cytotoxicity flag;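 cells counted across two imaged fields per well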
The depositor's hits bear a star; u = inconclusive; x = no result given. Rule as the data show it, unless noted: active = inhibition above about 50%; inactive = the rest. These rows are one share of the data, so the mix of outcomes need not match the whole.

SMILES | AID2073 | Lipid droplet | Lipid droplet cells 6.5 µM | M17LAP inhibition | CSM14.1 death rescue | XIAP antagonists | P. falciparum M1AAP | HEK293 NOD2/NF-kB | SIAH1 antagonists | LYP phosphatase
O=c1[nH]c2cc(NCCO)c([N+](=O)[O-])cc2[nH]1 | -12% | 6 | 682 | 6% | -0.4% | -5.1% | 8% | 10% | -8% | 3%
Cc1ccc(O)c(C(=O)c2coc(=N)c(C(=O)NC(C)C)c2)c1 | 1% | -8 | 695 | 4.7µM* | 0.0% | 0.1% | 3% | 6% | -3% | -5%
O=C1Nc2ccccc2/C1=N\N=C\C1=C(N2CCOCC2)C(=C\c2ccccc2)/CC1 | 5% | x | x | 4% | -1.3% | -3.1% | 6% | -13% | -2% | 1%
C[C@@H](C(=O)NCc1ccc(S(C)(=O)=O)cc1)[C@@H]1C[C@@]1(C)[C@@H](NC(=O)OCc1ccccc1)c1ccccc1 | -2% | -20 | 750 | -7% | -1.1% | -12% | 2% | 12% | 1% | -2%
C/C(=N\NC(=O)CCC(=O)O)c1c(-c2ccccc2)c2cc(Br)ccc2[nH]c1=O | 7% | -2 | 705 | 46% | x | x | u | 16% | 11% | -7%
CCN1C(=O)C(CC(=O)Nc2ccc(OC)cc2)N(Cc2ccc3c(c2)OCO3)C1=S (stereo unspecified) | -2% | -28 | 683 | 7% | -1.9% | -4.6% | 1% | -26% | 0% | 11%
CC(=O)c1cc(Cl)ccc1OC(=O)c1ccco1 | 33% | 11 | 771 | -7% | -1.8% | -4.5% | 5% | -6% | 1% | -4%
CCCCNCc1cc(Cl)c(OCCC)c(OCC)c1 | -1% | 15 | 757 | 18% | 0.2% | -6.2% | 17% | 18% | 3% | -13%
O=c1cc(O)nc(SCc2ccc(Cl)cc2)[nH]1 | 2% | x | x | 18% | -1.1% | -4.0% | 10% | -3% | 2% | 0%
Cc1ccc(C(=O)NCCc2c[nH]c3ccccc23)s1 | -2% | 0 | 779 | x | x | x | x | -28% | 1% | -5%
CCN1CCN(C(CNS(=O)(=O)c2ccc(Br)cc2)c2cccnc2)CC1 (stereo unspecified) | 11% | -14 | 653 | x | x | x | x | 12% | 2% | -8%
O=C(c1ccc2c(c1)OCO2)C1CCCN(Cc2cn[nH]c2-c2ccccc2)C1 (stereo unspecified) | 4% | -17 | 676 | 5% | -0.6% | -6.8% | -4% | 9% | 2% | -6%
Cc1cccc(C(=O)N2CCN=C2SCc2ccc([N+](=O)[O-])cc2)c1 | -5% | -10 | 686 | -11% | x | -7.8% | 10% | 6% | 4% | 2%
Cc1ccc(N2C(=O)NC(C(F)(F)F)(C(F)(F)F)C3=C2CC(C)(C)CC3=O)cc1 | 7% | -2 | 651 | -6% | 0.1% | -2.6% | 6% | -6% | 0% | -10%
Cc1ccc(C(=O)N2CCN(c3ncccn3)CC2)c(C)c1 | 6% | -10 | 763 | x | x | x | x | 0% | 0% | -7%
CCC1CCCCN1c1nc(-c2cccc(OC)c2O)nc2ccccc12 (stereo unspecified) | -3% | x | x | 11% | 5.5% | -8.8% | 6% | 23% | 4% | -4%
COc1cccc(C2C3=C(Nc4[nH]n(-c5ccccc5)c(=O)c42)c2ccccc2C3=O)c1 (stereo unspecified) | 6% | -11 | 592 | 22% | -0.7% | -11% | 1% | 3% | -4% | 10%
CCN(CC)S(=O)(=O)c1cccc(C(=O)Nc2sc3c(c2C(N)=O)CCCC3)c1 | 17% | x | x | 9% | -0.6% | -6.0% | -1% | 10% | 4% | 5%
O=C(CSc1ncnc2c1oc1ccccc12)Nc1cccc(Cl)c1 | u | x | x | 8% | 1.8% | -1.7% | 1% | 5% | 0% | 2%
CCSC1=C(C#N)C(c2ccccc2C)CC(=O)N1 (stereo unspecified) | 11% | 2 | 764 | -49% | -3.4% | -4.3% | 0% | 11% | 3% | -1%

Next section, starting with the last 2 of the part before.
SMILES | AID2073 | Lipid droplet | Lipid droplet cells 6.5 µM | M17LAP inhibition | CSM14.1 death rescue | XIAP antagonists | P. falciparum M1AAP | HEK293 NOD2/NF-kB | SIAH1 antagonists | LYP phosphatase
O=C(CSc1ncnc2c1oc1ccccc12)Nc1cccc(Cl)c1 | u | x | x | 8% | 1.8% | -1.7% | 1% | 5% | 0% | 2%
CCSC1=C(C#N)C(c2ccccc2C)CC(=O)N1 (stereo unspecified) | 11% | 2 | 764 | -49% | -3.4% | -4.3% | 0% | 11% | 3% | -1%
CCOC(=O)Nc1ccc([N+](=O)[O-])cc1C | 7% | 18 | 722 | 6% | -0.8% | -2.8% | 4% | 5% | 8% | -4%
Cc1ccc2c(c1)[C@@H]1CN(C)CC[C@@H]1N2S(=O)(=O)c1ccc(F)cc1 | -5% | x | x | -5% | -0.5% | -1.3% | 1% | -7% | 0% | 0%
CCN(CC)S(=O)(=O)c1ccc(C(=O)NCCN(C)C)cc1 | -5% | -9 | 657 | -3% | 0.6% | -3.9% | 0% | 17% | 2% | -10%
N=c1sccn1CC(=O)Nc1ccc(SC(F)F)cc1 | -2% | 12 | 650 | 8% | -2.9% | -4.7% | 7% | -25% | -5% | -3%
CN1CCN(C(=O)c2ccc(COc3ccc(C(C)(C)C)cc3)o2)CC1 | 4% | x | x | 6% | -0.8% | -0.2% | 3% | 5% | 0% | -2%
Cc1cccc(NC(=O)CSc2nnc(CN3CCOCC3)n2C)c1C | 4% | -6 | 712 | -3% | 0.6% | -5.8% | -5% | 10% | 0% | -9%
Cc1oc(-c2cccs2)nc1CSCC(=O)NC1CC1 | 4% | x | x | -9% | -1.5% | -2.4% | 9% | 2% | 3% | -4%
CCOCCCNc1nc2c(-c3ccccc3)nnn2c2ccccc12 | 23% | 13 | 721 | -8% | -2.2% | -8.1% | -1% | -9% | 2% | -4%
COc1cc(/C=N/NC(=O)CN(Cc2ccccc2)S(=O)(=O)c2ccc3c(c2)OCCO3)ccc1O | -1% | -2 | 735 | -8% | -0.4% | -5.1% | 2% | 14% | 4% | 2%
O=C(NCCCn1ccnc1)Nc1ccc(Cl)cc1 | -1% | x | x | 13% | -1.7% | 0.3% | 7% | 7% | 2% | 1%
COC(=O)c1cnc2c(C(F)(F)F)cccc2c1OC | -1% | -5 | 774 | 5% | 1.7% | 2.6% | 3% | -2% | -1% | -2%
O=C(N/N=C/c1c(F)cccc1Cl)c1ccc(Cn2cc(Br)cn2)o1 | -1% | -13 | 702 | -4% | -1.9% | 0.2% | 2% | -2% | 6% | -4%
Cc1cc(/C=C2/NC(=O)NC2=O)c(C)n1-c1cccnc1 | -1% | 3 | 607 | 28% | -2.0% | -1.6% | 13% | 13% | 8% | -1%
O=C1C2C3CC(C2C(=O)N1c1cccc(Cl)c1)[C@H](O)C3O (stereo partly specified) | 22% | 0 | 712 | 5% | x | x | 2% | 3% | 9% | -4%
O=C(O)C1Sc2[nH]c(=O)sc2C2c3cc(Cl)ccc3OC(=O)C12 (stereo unspecified) | 23% | x | x | -1% | 0.0% | 2.6% | 7% | 14% | -2% | -4%
CCOc1ccc(-n2c(SCC(=O)N3CCC(C(=O)O)CC3)nc3ccccc3c2=O)cc1 | -9% | 8 | 726 | x | x | x | x | 3% | 6% | -8%
O=C(NCCc1ccc(Cl)cc1)c1cccc(NC2=NC3CS(=O)(=O)CC3S2)c1 (stereo unspecified) | 14% | 1 | 734 | x | x | x | x | 3% | 6% | -7%
O=C(NCc1ccc(F)cc1)C1CCN(S(=O)(=O)c2cccc3nonc23)CC1 | 14% | -1 | 782 | x | x | x | x | 19% | -2% | -6%
C=C(C)CN(CC)c1nc(N)c(C#N)c(CC#N)c1C#N | 7% | x | x | 4% | 0.5% | 0.6% | 9% | -2% | 3% | -4%
O=C1NC2(CCCCCC2)N=C1c1ccc(Br)cc1 | 6% | -10 | 712 | 1% | -8.6% | -9.0% | -1% | -15% | 0% | -2%

Part of the list above, with values under each structure.
Each structure is followed by: AID2073 | Lipid droplet | Lipid droplet cells 6.5 µM | M17LAP inhibition | CSM14.1 death rescue | XIAP antagonists | P. falciparum M1AAP | HEK293 NOD2/NF-kB | SIAH1 antagonists | LYP phosphatase
- O=c1cc(O)nc(SCc2ccc(Cl)cc2)[nH]1
    2% | x | x | 18% | -1.1% | -4.0% | 10% | -3% | 2% | 0%
- Cc1ccc(C(=O)NCCc2c[nH]c3ccccc23)s1
    -2% | 0 | 779 | x | x | x | x | -28% | 1% | -5%
- CCN1CCN(C(CNS(=O)(=O)c2ccc(Br)cc2)c2cccnc2)CC1 (stereo unspecified)
    11% | -14 | 653 | x | x | x | x | 12% | 2% | -8%
- O=C(c1ccc2c(c1)OCO2)C1CCCN(Cc2cn[nH]c2-c2ccccc2)C1 (stereo unspecified)
    4% | -17 | 676 | 5% | -0.6% | -6.8% | -4% | 9% | 2% | -6%
- Cc1cccc(C(=O)N2CCN=C2SCc2ccc([N+](=O)[O-])cc2)c1
    -5% | -10 | 686 | -11% | x | -7.8% | 10% | 6% | 4% | 2%

Going on with the list.
SMILES | AID2073 | Lipid droplet | Lipid droplet cells 6.5 µM | M17LAP inhibition | CSM14.1 death rescue | XIAP antagonists | P. falciparum M1AAP | HEK293 NOD2/NF-kB | SIAH1 antagonists | LYP phosphatase
CCN1CCN(c2ccc([N+](=O)[O-])cc2C(=O)c2ccc(Cl)cc2)CC1 | -3% | x | x | -8% | -7.5% | -3.8% | 3% | -14% | -3% | -4%
CCOC(=O)c1c(C)[nH]c(C(=O)OCC(=O)c2c(N)n(C)c(=O)n(C)c2=O)c1C | 10% | 8 | 686 | 6% | 0.9% | -0.4% | 6% | -25% | 3% | -1%
COc1ccc(N(CC(=O)NCc2ccccc2Cl)S(=O)(=O)c2c(C)noc2C)cc1 | 2% | 11 | 783 | x | x | x | x | 17% | 10% | -8%
O=C(Cn1c(=O)n(Cc2ccccc2)c(=O)c2ccccc21)NCc1ccco1 | 2% | 6 | 749 | 2% | 0.1% | -6.4% | 15% | 26% | 4% | -5%
COc1cccc(CNC(=O)Cc2ccc(Br)cc2)c1 | 3% | 10 | 726 | 14% | -1.8% | -2.1% | 2% | 4% | -3% | 0%
CCNC(=O)NC(=O)CSc1ccc(NC(C)=O)cc1 | -10% | x | x | -1% | -3.2% | -1.4% | 3% | -3% | 2% | -2%
